NS5 inhibitors: Dengue-2 NS5 methyltransferase inhibitors, primary screen, biochemical, confirmation dose response (AID 588689). 340,000 compounds, 0.3% hits. Genome polyprotein (Dengue virus type 2 (strain 16681-PDK53)). inhibition, % at 25 µM, or IC50 in µM where a hit was titrated. Dengue-2 NS5 methyltransferase capping enzyme assay, biochemical; higher % means a stronger effect; in the data active means a potency from the dose series
RSV antiviral HEp-2: RSV antiviral activity via CPE protection, HEp-2 cells, primary 10 µM value included (AID 2391). HEp-2 cells, RSV-induced CPE inhibition; higher % means a stronger effect. CPE inhibition, % at 10 µM; hits with a dose series show IC50 in µM. 310,000 compounds, 0.13% hits; in the data active means a potency from the dose series; further: strong numbers were not always called active
K1F lysis inhibition: inhibition of K1F phage lysis, E. coli UTI89, bacterial capsule biogenesis inhibitors, alamar blue (AID 488966). inhibition, % at 100 µM, or IC50 in µM where a hit was titrated. 340,000 compounds, 0.02% hits. E. coli UTI89 K1F phage lysis, alamar blue, 2 h; higher % means a stronger effect;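 active means phage lysis inhibition, versus mean bacterial control, above a set limit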;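 further: capsule biogenesis inhibitors block K1F phage lysis so surviving cells raise fluorescence; higher fluorescence means more inhibition of phage lysis; actives were called in the ten point dose series up to 300 µM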
AID2073: inhibitors of Mint1-CaV2.2 protein interaction, biochemical, HTRF (AID 2073); HTRF protein-protein interaction, Mint1-CaV2.2; higher % means a stronger effect; one-dose inhibition, % at 20 µM; IC50 in µM for titrated hits; 290,000 compounds, 0.19% hits; in the data active means inhibition mostly above about 51%, no sharp cut-off; further: some results filed as inactive read as strong as hits
LYP inhibition: inhibitors of LYP phosphatase, biochemical, fluorescence intensity, uHTS (AID 1779) | inhibition, % at 11.5 µM, or IC50 in µM where a hit was titrated | recombinant LYP phosphatase, fluorescence intensity; higher % means a stronger effect | Tyrosine-protein phosphatase non-receptor type 22 (Homo sapiens) | 290,000 compounds, 0.054% hits; in the data active means inhibition above about 50%;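 further: plate controls were vehicle with enzyme for no effect and no enzyme for full effect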
WT yeast gro inh: growth inhibition of WT strain, primary screen, mitochondrial fusion inhibitor project, WT and mutant strains, chemical genetic; mitochondrial fusion phenotypic screen; inhibition, % at 10 µM; 190,000 compounds, 2.1% hits; AID 1362, 2008; in the data active means inhibition above about 58%; tested in S. cerevisiae
Autophagy HCS: autophagy modulators in MEF cells, primary screen, imaging, high-content, MEF GFP-LC3. 190,000 compounds, 0.98% hits. calls only at 10 µM (by protocol). AID 463193, 2010. MEF GFP-LC3 puncta imaging; test concentration mostly 10 µM;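 active means percentage of spot-positive cells more than 3 SD above its plate mean, without a fluorescence outlier flag or 80% toxicity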;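 further: spot-positive cell cutoff set from DMSO-treated cells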
GPR35 antagonists: GPR35 antagonists blocking zaprinast-driven arrestin recruitment, primary screen, imaging, U2OS, beta-arrestin-GFP, zaprinast agonist (AID 2058) | G-protein coupled receptor 35 (Homo sapiens) | U2OS GPR35 beta-arrestin-GFP translocation imaging, zaprinast antagonism; higher % means a stronger effect | inhibition, % at 10 µM, or IC50 in µM where a hit was titrated | 290,000 compounds, 0.052% hits;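 active means inhibition of at least 50% with at least 30 cells and total cytoplasm GFP at most 10,000,000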
NTR1 agonist: agonists of NTR1, primary screen, imaging, U2OS cells, beta-arrestin-GFP, high content (AID 493036). Neurotensin receptor type 1 (Homo sapiens), P30989. NTR1-U2OS beta-arrestin-GFP spot imaging, agonist mode. activation, % at 20 µM. 330,000 compounds, 0.17% hits;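 active means activation at or above 40% of the spot to cytoplasm intensity ratio, with at least 20 cells analyzed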;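 further: 0% = DMSO without peptide and 100% = 100 nM NTR1 peptide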
Target sequence (P30989 whole entry, looked up): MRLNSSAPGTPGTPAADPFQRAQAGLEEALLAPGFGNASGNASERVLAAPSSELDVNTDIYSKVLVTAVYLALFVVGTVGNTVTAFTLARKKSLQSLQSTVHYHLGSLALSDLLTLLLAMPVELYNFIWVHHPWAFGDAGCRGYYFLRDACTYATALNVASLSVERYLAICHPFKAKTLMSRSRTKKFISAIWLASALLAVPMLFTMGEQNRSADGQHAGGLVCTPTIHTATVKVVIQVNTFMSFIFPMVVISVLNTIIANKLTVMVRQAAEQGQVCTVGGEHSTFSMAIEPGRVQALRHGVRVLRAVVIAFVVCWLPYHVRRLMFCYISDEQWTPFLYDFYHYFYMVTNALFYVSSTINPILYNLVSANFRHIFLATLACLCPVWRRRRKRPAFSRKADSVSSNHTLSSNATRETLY
WT yeast gro inh mutant strain: also measured in WT yeast gro inh; calls as there; inhibition, %; mitochondrial fusion phenotypic screen, mutant strain inhibition
Autophagy HCS cell loss 18 h: recorded beside Autophagy HCS, whose call it bears; toxicity, %; measured here: cell loss, nuclei count;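 cell loss after 18 h compound exposure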
NTR1 agonist cell count 20 µM: also measured in NTR1 agonist; calls as there; cell count; measured here: cell count, cytotoxicity flag
Active calls of the source: *; i = inactive; · = not tested or not shown; [ ] = remark or other dose.

Structure,NS5 inhibitors,RSV antiviral HEp-2,K1F lysis inhibition,AID2073,LYP inhibition,WT yeast gro inh,WT yeast gro inh mutant strain,Autophagy HCS,Autophagy HCS cell loss 18 h,GPR35 antagonists,NTR1 agonist,NTR1 agonist cell count 20 µM
Cn1c(SCC(=O)C(C)(C)C)nnc1-c1ccncc1,-4%,0.5%,2.4%,9%,-9%,10,4,i,-8,4%,-0.6,57
O=C(CN1C(=O)CCC1=O)NNc1ccc2ccccc2c1,3%,-0.4%,2.6%,-13%,-9%,71*,49*,i,-8,-11%,1.2,41
COc1cc(OC)cc(C(=O)NNC(=O)CNC(=O)c2cccs2)c1,-1%,0.7%,1.2%[50 µM],·,·,·,·,·,·,·,-0.6,67
O=C(c1ccccc1)N1CCSC1=S,-15%,1.1%,0.0%,-12%,-1%,3,-1,i,-7,-6%,1.4,86
COc1ccccc1NC(=O)/C(=C\c1cccnc1)NC(=O)c1ccc(C)cc1,-7%,2.1%,0.1%,9%,-8%,·,·,·,·,-5%,-0.3,32
CCC1=C(OC(=O)N(CC)CC)N2C(=O)OC(=NCC(=O)OC)[C@]2(C)[C@H]2C1=CC[C@H]1C(=O)N(C)C(=O)[C@H]12,-9%,-2.2%,3.0%,11%,-11%,·,·,·,·,12%,6.8,99
CS(=O)(=O)c1cnc(-c2ccccc2)nc1-c1ccccc1Cl,-4%,3.0%,1.6%,5%,-2%,-4,6,i,-29,-12%,0.2,49
CCOc1cc(/C=N/NC(=O)COc2ccc(C)cc2)ccc1OC(=O)c1cccs1,-2%,20%,0.0%[50 µM],11%,4%,7,36,i,0,4%,1.7,53
CSc1cc(-c2ccc(Cl)cc2)c(C(=O)NC(C)C)s1,-3%,0.5%,1.4%,12%,4%,-2,-28,i,14,3%,3.6,70
Cc1nc(Cl)sc1C(=O)Nc1ccccc1Cl,·,0.4%,2.8%,4%,-7%,·,·,·,·,4%,0.6,67
CCCC1=C(C(=O)OCC)C(c2ccccc2OCC)NC(=O)N1C (centres undefined),0%,0.3%,-0.4%,-3%,-4%,24,8,i,-2,15%,1.6,69
Nc1nc(NC(=O)C(Cl)(Cl)Cl)nn1-c1ccccc1,3%,0.6%,0.2%[50 µM],36%,-6%,-4,-30,i,-9,-3%,3.1,65
O=C(C1=C[C@@H](c2ccc(Br)cc2)C[C@@H](OCCCCO)O1)N1CCN(Cc2ccc3c(c2)OCO3)CC1,-1%,7.8%,-1.2%,5%,-4%,45,6,i,30,3%,1.8,85
COc1ccc(-c2cc(C(F)(F)F)nc(SCCC(=O)NCc3ccccc3)n2)cc1,3%,1.1%,-0.1%,2%,2%,1,-12,i,-3,-2%,2.3,38
COc1ccc(S(=O)(=O)N2CCN(c3cc(-c4ccccc4)nc4ncnn34)CC2)cc1,-5%,9.2%,0.1%,17%,-9%,15,6,i,7,12%,1.1,96
COc1ccc(C(=O)/C=C/Nc2ccc([N+](=O)[O-])cc2)cc1,-10%,0.7%,2.3%[50 µM],5%,-5%,-3,8,i,5,-3%,2.3,50
COC(=O)c1ccc(C23CC4(C2)[C@H](CN(Cc2cccnc2)[C@@H]4c2ccccc2)C3c2ccc(C(F)(F)F)cc2)cc1 (some centres undefined),·,4.5%,·,16%,-4%,·,·,·,·,10%,0.6,57
CC1(C)CC2(CC(C)(C(=O)CSc3nc4ccccc4s3)OC2=O)C(=O)O1 (centres undefined),-5%,0.4%,6.4%,-9%,-1%,40,4,i,2,20%,1.9,60
CS(=O)(=O)N1CCc2cc(C(=O)Nc3ccc(O)cc3)ccc21,0%,6.0%,-2.5%,7%,-13%,·,·,·,·,0%,-0.6,71
COCCn1c(SCC(=O)OCc2ccccc2)nc2c1c(=O)[nH]c(=O)n2C,0%,3.3%,-0.7%,2%,-3%,7,6,·,·,-5%,1.5,64
CCOc1ccc2nc(N3C(=O)C(O)=C(C(=O)c4ccco4)C3c3ccco3)sc2c1 (centres undefined),8%,5.0%,-1.0%[50 µM],·,·,·,·,·,·,·,5.6,62
C=CCNC(=O)CSc1nc2sccc2c(=O)n1-c1ccccc1,-6%,1.5%,0.4%,5%,-4%,·,·,·,·,4%,1.8,40
CC(C1CC1)N(Cc1ccccc1)C(=S)Nc1ccccc1Cl (centres undefined),5%,0.5%,-0.2%,-17%,4%,56,12,i,41,10%,1.4,47
CCN(CC)CCCNC(=O)Cn1ncn2cccc2c1=O,-3%,1.2%,0.2%,11%,-4%,-2,-6,i,-1,4%,-1.9,70
CC(O)[C@H]1CN=C(N)N1CC(C)(C)C (some centres undefined),2%,3.4%,-0.6%,·,·,·,·,·,·,·,-3.7,98
CC(Oc1ccc2c3c(c(=O)oc2c1)CCC3)C(=O)NCc1cccnc1 (centres undefined),-6%,2.6%,-0.1%,2%,-7%,·,·,·,·,-4%,0.1,61
CC1CC(C)CN(Cc2nc3c(c(=O)n(C)c(=O)n3C)n2CCN2CCOCC2)C1 (centres undefined),-5%,-0.4%,-6.7%,1%,-4%,-3,0,i,-7,-4%,0.9,82
CNC1(c2nnnn2-c2c(C)cccc2C)CCOC(C)(C)C1 (centres undefined),-2%,0.3%,-0.4%,4%,-7%,·,·,·,·,-2%,1.3,53
COCC1CCN(C(=O)CCc2nnc(CCCCc3ccccc3)o2)CC1,-1%,3.4%,0.0%,-4%,-7%,6,7,i,-20,8%,0.4,92
COc1cc(N2C(=O)c3ccccc3C2=O)c(Cl)cc1C(=O)OCC(=O)N(C)C,-12%,4.5%,0.0%,7%,-4%,-4,-9,i,-13,-4%,-0.2,38
COc1ccc(-c2cnn3c(N)c(S(=O)(=O)C(C)(C)C)cnc23)cc1,-3%,3.1%,4.0%,4%,-5%,12,-19,i,10,7%,8.9,85
CSC1=C(C#N)C(c2ccc(C)s2)CC(=O)N1 (centres undefined),-1%,0.3%,-0.3%,5%,-5%,2,-2,i,5,6%,0.2,65
Cc1ccc(OCC(=O)Nc2ccc(CN3CCOCC3)cc2)cc1,-7%,0.3%,-0.2%,8%,-9%,·,·,·,·,2%,-0.5,73
O=C(COc1ccc(S(=O)(=O)NCc2ccccc2)cc1)NCc1cccnc1,-2%,·,0.0%,24%,-9%,·,·,·,·,-5%,-0.2,62
O=C(NC1CC1)c1ccc2c(c1)N(Cc1ccc(Cl)cc1)CCS2,1%,10%,0.7%,26%,-15%,·,·,·,·,-2%,2.4,55
CC(C)[C@@H](CO)NC(=O)c1ccc2c3n(nc2c1)-c1ccc(Cl)cc1CO3,-6%,1.3%,0.9%,9%,-3%,·,·,·,·,-1%,-3.3,42
COc1ccc(C(=O)NCCCNC(=O)c2ccccn2)cc1,-8%,1.0%,-0.2%,24%,-10%,·,·,·,·,-2%,1.5,50
COC(=O)c1ccsc1NC(=O)CN1CCN(Cc2ccc3c(c2)OCO3)CC1,-1%,-1.3%,1.6%,-8%,-3%,11,18,i,11,-1%,2.8,55
CCOC(=O)N1CCN(C2=C(NS(=O)(=O)c3ccc(NC(C)=O)cc3)C(=O)c3ccccc3C2=O)CC1,10%,1.2%,0.1%,-9%,-14%,·,·,·,·,-9%,0.5,62
CCOc1ccccc1CN1CCN(Cc2cccc3nonc23)CC1CCO (centres undefined),1%,-0.6%,1.1%,-1%,-3%,-12,-3,i,0,28%,0.0,46

Three structures out of the list, ordered by molar mass, rising:
Structure,NS5 inhibitors,RSV antiviral HEp-2,K1F lysis inhibition,AID2073,LYP inhibition,WT yeast gro inh,WT yeast gro inh mutant strain,Autophagy HCS,Autophagy HCS cell loss 18 h,GPR35 antagonists,NTR1 agonist,NTR1 agonist cell count 20 µM
COc1ccc(-c2cnn3c(N)c(S(=O)(=O)C(C)(C)C)cnc23)cc1,-3%,3.1%,4.0%,4%,-5%,12,-19,i,10,7%,8.9,85
COCCn1c(SCC(=O)OCc2ccccc2)nc2c1c(=O)[nH]c(=O)n2C,0%,3.3%,-0.7%,2%,-3%,7,6,·,·,-5%,1.5,64
CC1CC(C)CN(Cc2nc3c(c(=O)n(C)c(=O)n3C)n2CCN2CCOCC2)C1 (centres undefined),-5%,-0.4%,-6.7%,1%,-4%,-3,0,i,-7,-4%,0.9,82

The list continues:
Structure,NS5 inhibitors,RSV antiviral HEp-2,K1F lysis inhibition,AID2073,LYP inhibition,WT yeast gro inh,WT yeast gro inh mutant strain,Autophagy HCS,Autophagy HCS cell loss 18 h,GPR35 antagonists,NTR1 agonist,NTR1 agonist cell count 20 µM
Cc1ccc(CCN2CC(C(=O)O)CC2=O)cc1 (centres undefined),-6%,3.8%,2.8%,-6%,-8%,2,16,i,-6,7%,-0.5,49
Cc1cccc(NS(=O)(=O)c2nnc(NC(=O)CC(C)C)s2)c1,5%,-1.4%,0.2%,8%,-3%,·,·,·,·,10%,-0.8,90
Cc1nonc1NC(=O)CSc1nnc(-c2ccoc2C)n1-c1cccc(Cl)c1,-15%,2.6%,-0.1%,-6%,-2%,-22,-2,i,-6,4%,-0.5,77
COC(C[C@H](O)[C@H](C)[C@@H](O)COCc1ccccc1)OC,2%,·,2.2%,-1%,-6%,·,·,·,·,-4%,2.0,80
Cn1cccc1/C=N\NC(=O)C1COc2ccccc2O1 (centres undefined),-6%,2.8%,0.3%,-10%,-6%,·,·,·,·,-5%,-1.3,53
COc1ccc(O)c(C(=O)C2c3ccccc3C(=O)N2c2ccc(C)cc2)c1 (centres undefined),-1%,-0.7%,0.5%,14%,0%,·,·,·,·,-10%,1.1,41
COCCn1ccc(O)c(Cc2ccc(Cl)cc2)c1=O,-6%,2.8%,-0.4%,8%,-6%,23,27,i,-6,4%,2.1,38
O=C1C2C3C=CC(C4CC34)C2C(=O)N1/N=C/c1ccc(-c2ccccc2[N+](=O)[O-])o1 (centres undefined),6%,0.4%,4.8%,-15%,-1%,14,6,i,1,-8%,2.8,35
CC(=O)Nc1cc(C(F)(F)F)ccc1OCC1CCCO1 (centres undefined),0%,2.1%,-0.1%,-1%,-8%,-1,1,i,-39,8%,-0.2,44
COc1ccc([N+](=O)[O-])cc1CSc1nnc(NC(C)=O)s1,1%,-0.6%,0.2%,14%,-11%,-8,-13,i,30,-8%,2.7,62
CCOc1ccccc1CN1C(=O)c2ccccc2C1C(=O)NC(C)CC (centres undefined),-6%,2.7%,-0.1%,10%,-3%,8,20,i,-9,4%,-0.4,67
C/C(N)=C(/C#N)C(=O)COc1ccc(Cl)cc1Cl,0%,50µM*,-0.1%,1%,-7%,-3,-36,i,-7,0%,-0.4,57
CCN(CC)S(=O)(=O)c1ccc(S(=O)(=O)N2CCCC2)cc1,-1%,-0.6%,0.4%,17%,-5%,3,-5,i,0,4%,0.3,43

Compound activity deposited in PubChem by several laboratories.
